EPAC2 agonist = qHTS for Agonist of cAMP-regulated guanine nucleotide exchange factor 4 (EPAC2): primary screen; Potency, µM (series often up to 154 µM), for inactives: top-dose activation, most hits filed as activators; EPAC2 activation, biochemical qHTS; response scale: 100% = 6.5 mM cAMP response; AID 720711, 2013; Rap guanine nucleotide exchange factor 4 (Homo sapiens), Q8WZA2; actives 0.079% (n = 360,000); note: potency is the fitted concentration of half-maximal effect; nearly all actives have a fitted effect of over 50% in size
Target sequence (Q8WZA2 whole entry, looked up): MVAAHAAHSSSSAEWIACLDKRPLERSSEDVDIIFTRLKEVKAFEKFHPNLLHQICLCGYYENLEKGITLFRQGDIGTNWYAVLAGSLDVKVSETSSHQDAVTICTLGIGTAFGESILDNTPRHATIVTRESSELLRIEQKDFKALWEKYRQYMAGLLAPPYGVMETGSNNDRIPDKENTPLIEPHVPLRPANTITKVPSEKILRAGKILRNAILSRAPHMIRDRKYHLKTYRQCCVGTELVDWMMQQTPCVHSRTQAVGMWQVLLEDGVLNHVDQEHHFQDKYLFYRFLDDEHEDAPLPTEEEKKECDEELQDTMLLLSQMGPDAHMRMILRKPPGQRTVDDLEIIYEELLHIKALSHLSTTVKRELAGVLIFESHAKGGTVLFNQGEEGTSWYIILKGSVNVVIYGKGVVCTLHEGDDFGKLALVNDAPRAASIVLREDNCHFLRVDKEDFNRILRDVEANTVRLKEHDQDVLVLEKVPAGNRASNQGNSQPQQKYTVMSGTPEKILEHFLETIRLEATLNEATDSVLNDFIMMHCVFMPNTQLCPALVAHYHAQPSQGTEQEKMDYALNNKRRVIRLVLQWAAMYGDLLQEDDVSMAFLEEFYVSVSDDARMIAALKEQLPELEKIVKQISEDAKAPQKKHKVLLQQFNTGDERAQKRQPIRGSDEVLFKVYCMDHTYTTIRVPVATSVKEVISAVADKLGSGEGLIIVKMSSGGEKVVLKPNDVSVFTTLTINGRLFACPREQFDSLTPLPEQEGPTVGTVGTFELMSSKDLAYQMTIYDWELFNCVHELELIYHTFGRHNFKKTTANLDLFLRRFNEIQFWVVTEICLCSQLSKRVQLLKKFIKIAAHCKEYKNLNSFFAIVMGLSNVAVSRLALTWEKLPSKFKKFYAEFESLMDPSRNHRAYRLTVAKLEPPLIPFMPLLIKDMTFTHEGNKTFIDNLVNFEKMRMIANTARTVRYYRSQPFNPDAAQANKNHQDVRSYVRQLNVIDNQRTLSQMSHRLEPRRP
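Exchange assay: 100 nM EPAC2 with 250 nM Rap1B-BODIPY-GDP and 50 uM GDP. Fluorescence (ex 480/em 540 nm) read every 5 min for 30 min at room temperature. Data normalized to 6.5 mM cAMP as agonist control.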
IL-2 act = qHTS of IL-2 Activators | activation, % (series mostly up to about 46 µM) | actives 0.065% (n = 360,000) | AID 652025, 2013 | IL-2 activation reporter assay, cell-based qHTS; stimulated with anti-CD3/CD4/CD28 beads; in transgenic mouse T cells; in the data active = activation above about 50%; inconclusive = mostly about 30% to 49%; note: 0% is about no effect
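First, unstimulated transgenic mouse T cells were exposed to compound for 60 min. Next, anti-CD3/anti-CD4-coated beads with anti-CD28 were added. Finally, after 18 h at 37 degrees C, EGFP and DsRed were imaged.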
A549 viability = Nrf2 qHTS screen for inhibitors: counterscreen for cytotoxicity. AID 504648, 2011. actives 0.16% (n = 390,000). Potency, µM (highest dose often 46 µM), for inactives: at the top dose activity change, negative = cytotoxicity, actives largely listed as inhibitors. A549 ARE-Fluc cells, CellTiter-Fluor viability, 18-24 h; note: potency is the fitted concentration of half-maximal effect; % is set by controls: 0 for no effect and ±100 for the full control effect
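A549 ARE_Fluc cells in 5% FBS OPTI-MEM were exposed to compounds in concentration-response for 18-24 h at 37 deg C. Viability was read by CellTiter-Fluor fluorescence (Ex 405/Em 525) after 30 min, before the luciferase read.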
ATXN2 expr inh = Primary qHTS for Inhibitors of ATXN expression; HEK-293 ATXN2-luciferase reporter, luminescence, 24 h; Potency, µM (doses to about 57 µM), inactives show at the top dose activity change, negative = inhibition, most hits filed as inhibitors; actives 0.72% (n = 360,000); note: potency is the fitted concentration of half-maximal effect; % is set by controls: 0 for no effect and ±100 for the full control effect; nearly all actives have a fitted effect of over 55% in size
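ATXN2-luciferase reporter cells (luciferase flanked by upstream and downstream ATXN2 gene portions) were treated 24 h at 37 °C with compounds at up to 57 uM. SteadyGlo luminescence gave expression; GF-AFC fluorescence gave viability.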
Nrf2 ARE act = qHTS of Nrf2 Activators | AID 624171, 2012 | AREc32 ARE-luciferase reporter (MCF7-derived line), luminescence, 24 h | Potency, µM (series often up to 46.1 µM), inactives show at the top dose activation, hits mostly activators | actives 0.31% (n = 410,000); note: potency is the fitted concentration of half-maximal effect; % of control where 0% means no effect; nearly all actives have a fitted effect of over 65% in size
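Luminescent ARE reporter assay in AREc32_Fluc cells: overnight plating at 37 deg C, 24 hr compound incubation, Steady-Glo added, 30 min RT before reading.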
TGFb inhibitor = qHTS for Inhibitors of TGF-b | HepG2 CAGA-GFP TGF-b/SMAD3 reporter, GFP fluorescence, 18 h; TGF-beta stimulated, 500 pg/mL final | Potency, µM (top dose mostly 46.1 µM), for the others: at the highest dose activity, negative = inhibition, hits mostly inhibitors | actives 1.2% (n = 410,000) | AID 588855, 2011; note: potency is the fitted concentration of half-maximal effect; % is set by controls: 0 for no effect and ±100 for the full control effect; nearly all actives have a fitted effect of over 65% in size
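Read-out: total well GFP (ex488/em500-530) summed from mean per-cell fluorescence. Cells: HEPG2 CAGA-GFP, 1% FBS DMEM, 18 h at 37 degrees C with 500 pg/mL final TGF-beta. Unstimulated wells served as the full-inhibition control; stimulated DMSO wells = 0%.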
Nrf2 block = Nrf2 qHTS screen for inhibitors; A549 ARE-Fluc reporter, luciferase luminescence, 18-24 h; Potency, µM (top dose mostly 46 µM), without a hit: at the top dose activity change, negative = inhibition, actives largely listed as inhibitors; actives 2.1% (n = 360,000); AID 504444, 2011; note: potency is the fitted concentration of half-maximal effect; % is set by controls: 0 for no effect and ±100 for the full control effect; nearly all actives have a fitted effect of over 60% in size
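Cells were seeded and rested 2 h, then exposed to compounds for 18-24 h. CellTiter-Fluor was read first as a viability measure. BugLite was added 15 min before the final luminescent read of ARE-luciferase activity in A549 cells.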
HepG2 viability = qHTS for Inhibitors of TGF-b: Cytotox Counterscreen | HepG2 CAGA-GFP viability, ATP luminescence, 18 h | Potency, µM (doses to about 46.1 µM), inactives show at the highest dose activity change, negative = cytotoxicity, usual class: cytotoxic | actives 0.76% (n = 410,000) | AID 588856, 2011; note: potency is the fitted concentration of half-maximal effect; some results filed as inactive show a strong effect at the top dose
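HepG2 CAGA-GFP cells (1000/well, DMEM with 1% FBS) received compound, then TGF-beta at 500 pg/mL final, and were incubated 18 hours at 37 degrees C. Viability was read by CellTiter-Glo luminescence. Media-only wells were set as complete cell-killing and DMSO as no toxicity.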
ATXN viability = Viability Counterscreen for Primary qHTS for Inhibitors of ATXN expression. AID 651635, 2014. actives 0.49% (n = 400,000). S2 cells (HEK-293 line with an ATXN2-luciferase reporter) viability, CellTiter-Fluor protease fluorescence, 24 h. Potency, µM (series often up to 56.7 µM), most hits filed as cytotoxic; note: potency is the fitted concentration of half-maximal effect; nearly all actives have a fitted effect of over 40% in size
* hit, by the source's call; i = inactive; ? = inconclusive; nt = not tested or not shown; [ ] = remark or other dose. Unless noted, calls come from the whole dose curve; as a rule, active = well fitted curve in the direction sought with a large enough effect; inconclusive = small, poorly fitted or top-dose-only effect, or another doubt; inactive = no such curve, though single readings can be large; an effect the other way counts as inactive or inconclusive.

SMILES	EPAC2 agonist	IL-2 act	A549 viability	ATXN2 expr inh	Nrf2 ARE act	TGFb inhibitor	Nrf2 block	HepG2 viability	ATXN viability
CCOc1ccccc1N(C(=O)c1snc(C(N)=O)c1N)C(C(=O)NC1CCCC1)c1cccs1 (centres undefined)	4%	-0.2	-12%	-20%	5.0%	-4%	-29%	-2%	i
COc1ccc(/C=C(\NC(=O)c2ccccc2)C(=O)NCCN2CCOCC2)cc1OC	9%	0.8	-3%	1%	0.3%	-15%	-1%	-3%	i
CC(C)(CO)CNC(=O)CC1C(=O)NCCN1CC(c1ccccc1)c1ccccc1 (centres undefined)	-8%	-0.8	-1%	-8%[11.3 µM]	0.3%	-1%	-3%	-2%	i
CCc1ccc(N(C(=O)c2snc(C(N)=O)c2N)C(C(=O)NC2CCCC2)c2ccco2)cc1 (centres undefined)	-8%	-0.7	2%	-29%	2.4%	?	-15%	-18%	i
Cc1ccc(C(=O)Oc2cc(C)[nH]c(=O)c2[N+](=O)[O-])cc1	3%	-4.2	2%	1%	-0.7%	0%	0%	4%	i
O=C(NCCS(=O)(=O)N1CCN(c2cccc(Cl)c2)CC1)c1ccc2c(c1)OCO2	-4%	3.6	0%	0%	-0.1%	-15%	?	-3%	i
Cn1nnnc1SCCNCc1ccccc1OCc1ccccc1F	nt	nt	-1%	?	-0.2%	0%	?	-22%	i
CCCN1CCN(C(=O)Cn2c(-c3cccs3)cc3cc(F)ccc32)CC1	nt	nt	0%	5%	4.0%	?	8%	-2%	?
CN(CC(=O)Nc1cccc(F)c1)C(=O)c1cccnc1Sc1ccc(Cl)cc1	13%	-4.4	2%	-11%	0.3%	-7%	-4%	-14%	i
O=C(Nc1cccc(F)c1)c1ccc2snnc2c1	nt	nt	-1%	3%	9.7%	-2%	?	-35%	i
O=c1c(Cc2ccc(F)cc2)c(O)ccn1Cc1ccc(F)cc1	3%	1.4	-4%	nt	-1.6%	0%	?	5%	i
COc1ccc(-c2csc(NC(=O)CSc3ncn[nH]3)n2)cc1OC	13%	0.9	-1%	-16%	2.2%	22%	-10%	44%	i
Cc1n[nH]c(=O)c2c(NC(=O)CSc3nc4ccccc4c(=O)n3C(C)C)oc(C)c12	4%	-1.6	2%	-7%	-0.6%	2%	-17%	-5%	?
CCOC(=O)c1ccc(NC(=O)c2ccccc2[N+](=O)[O-])cc1	-4%	-0.1	1%	48%[activator]	3.2%	-16%	5%	-23%	i
CCc1ccc(C2C(C(=O)Nc3ccccc3)=C(C)Nc3nc(SCC(=O)c4ccc(C)cc4)nn32)cc1 (centres undefined)	nt	nt	4%	-4%	-0.9%	-1%	nt	-16%	i
COc1cccc(NC(=O)Cn2nc(Cc3cccnc3)c3ccccc3c2=O)c1	14%	-0.4	17%	2%	-0.9%	4%	-1%	2%	i
CCOc1ccc(N2CC(c3nc4ccccc4n3CCOc3ccccc3)CC2=O)cc1 (centres undefined)	nt	nt	?	?	3.6%	16µM*	?	-24%	?
CCN(CC#CCC1(O)c2ccccc2-c2ccccc21)C(C)C	6%	1.2	1%	-20%	0.3%	12%	-9%	-9%	i
CCN1Cc2cc(OC)ccc2-c2ccccc2S1(=O)=O	8%	1.0	5%	-4%	-1.1%	-15%	2%	-1%	i
O=c1oc2ccccc2cc1-c1nnc(Nc2ccc(Cl)cc2Cl)s1	nt	nt	1%	nt	0.4%	-24%	10%	-11%	nt
CSc1ccccc1NC(=O)COC(=O)Cc1cccs1	13%	2.3	0%	-10%	-0.3%	-2%	-2%	15%	i
CC1=NN(c2ccccc2)C(=O)/C1=C/c1cccc(C)c1	2%	0.1	2%	6%	-0.4%	-25%	12%	3%	i
CCc1nc2ccc(C(=O)NCc3ccc(OC)c(OC)c3)cc2nc1CC	nt	nt	3%	nt	0.9%	-1%	nt	1%	nt
O=S(=O)(Nc1ccc2ccccc2n1)c1ccc2c(c1)CCO2	7%	-0.1	0%	-4%	0.1%	-9%	-3%	-10%	i
Cc1ccc(S(=O)(=O)NCCC(=O)NCc2ccco2)cc1	1%	-1.5	-1%	0%	6.4%	9%	9%	2%	?
CC1(C(=O)NCc2ccc(Cl)cc2)CCN1C(=O)Cc1ccc(Cl)cc1Cl (centres undefined)	9%	0.8	nt	-16%	0.7%	-24%	nt	-22%	?
S=C(NCc1cccs1)NCC1CCCO1 (centres undefined)	7%	-4.2	-1%	-24%	-0.1%	4%	?	5%	i
O=C(NCc1ccc(Cl)cc1)c1cc(-c2ccc(F)cc2)on1	nt	nt	0%	-6%	-1.0%	-2%	8%	3%	?
CC1CCCCN1C(=O)COC(=O)c1ccc2ccccc2n1 (centres undefined)	-3%	-1.5	1%	0%	1.7%	-1%	6%	2%	i
CN(C)c1ccc(N=Nc2ccccc2C(=O)OCC(=O)Nc2ccccc2C(F)(F)F)cc1	5%	-4.1	-8%	75%[activator]	?	-17%	?	-18%	?
C/C(=N\N1CCN(Cc2ccc(C)cc2)CC1)c1ccco1	20%	1.0	13%	6%	2.3%	0%	3%	-14%	i
COc1cccc(COC(=O)c2sc3nc4n(c(=O)c3c2C)CCC4)c1OC	-3%	1.4	-18%	32%	-0.2%	5%	-4%	9%	i
Cc1ccc(N2C(=O)N3[C@@H]4c5ccccc5OC[C@@H]4[C@@H](c4ccccc4)[C@@]3(C)C2=O)cc1	10%	0.0	-8%	3%	-0.4%	-7%	1%	0%	?
Cc1ccc(S(=O)(=O)NCCSc2nnc(N)s2)cc1	-2%	-5.9	5%	8%	-0.3%	-14%	9%	-3%	i
Cc1nn(CC(=O)NCCN2CCOCC2)c(=O)c2cc3sccc3n12	7%	-0.4	0%	nt	0.0%	1%	10%	3%	i
COc1ccccc1CN1C[C@@H]2C[C@@H](c3ccc(C)cc3)N3CCC[C@@]23C1=O	0%	-1.3	9%	-19%	-0.4%	?	5%	-15%	i
CCOC(=O)CNC(=O)Cn1cnc2ccc(S(=O)(=O)N3CCC(C)CC3)cc2c1=O	-5%	0.8	-8%	0%	-0.3%	-1%	1%	-3%	i
Cc1nc2sccn2c(=O)c1S(=O)(=O)NCC1CCN(Cc2ccccc2Cl)CC1	4%	-1.3	13%	14%	-0.4%	-12%	6%	1%	i
O=C(Nc1ccc(O)cc1)c1cccc(S(=O)(=O)N2CCOCC2)c1	nt	nt	-2%	1%	4.7%	-14%	0%	-2%	i
COc1ccc(NC(=S)NNc2ccc([N+](=O)[O-])cc2S(=O)(=O)Nc2ccc(C)cc2C)cc1	5%	-7.3	?	-36%	5.0%	?	?	-31%	?
Clc1ccccc1CNc1nc2ccccc2c2nc(-c3cccnc3)nn12	nt	nt	1%	4%	-0.2%	1%	13%	0%	i
O=C(N/N=C/c1cccc(O)c1)c1ccccc1O	?	-1.1	6%	6%	-0.3%	6%	-18%	-19%	i
COc1cccc(NC(=O)CN(C)C(=O)c2ccccc2Sc2ccccc2C#N)c1	4%	2.2	3%	?	-0.3%	-27%	-4%	-15%	i
COc1cccc(CC(=O)Nc2ccc3c(c2)OC2(CCCC2)O3)c1	26%	0.6	5%	-12%	3.9%	0%	6%	-14%	i
COC(=O)[C@H](CC(C)C)NC(=O)Nc1ccc(F)cc1	2%	0.5	-15%	3%	0.0%	4%	-13%	-2%	i
CCOC(=O)Cc1csc(NC(=O)CN2C(=O)c3ccccc3S2(=O)=O)n1	3%	-0.6	-8%	-2%	-0.6%	4%	-1%	-2%	?
COC(CN(C(=O)CCl)C(C(=O)NC1CCCCC1)c1ccccc1C)OC (centres undefined)	3%	-0.1	-15%	?	?	-13%	?	-103%	?
N/N=C1\CCCc2nonc21	1%	-0.4	0%	6%	0.2%	10%	0%	4%	i

Quoted at random: 3 entries already listed.
SMILES	EPAC2 agonist	IL-2 act	A549 viability	ATXN2 expr inh	Nrf2 ARE act	TGFb inhibitor	Nrf2 block	HepG2 viability	ATXN viability
COc1ccccc1CN1C[C@@H]2C[C@@H](c3ccc(C)cc3)N3CCC[C@@]23C1=O	0%	-1.3	9%	-19%	-0.4%	?	5%	-15%	i
CCOc1ccccc1N(C(=O)c1snc(C(N)=O)c1N)C(C(=O)NC1CCCC1)c1cccs1 (centres undefined)	4%	-0.2	-12%	-20%	5.0%	-4%	-29%	-2%	i
O=C(Nc1cccc(F)c1)c1ccc2snnc2c1	nt	nt	-1%	3%	9.7%	-2%	?	-35%	i

Additional structures follow:
SMILES	EPAC2 agonist	IL-2 act	A549 viability	ATXN2 expr inh	Nrf2 ARE act	TGFb inhibitor	Nrf2 block	HepG2 viability	ATXN viability
Cc1cccc(NC(=O)c2cccc(C(F)(F)F)c2)c1	16%	0.7	20%	nt	3.8%	0%	9%	-5%	i
CC1(OC(=O)C2CCCC2)C(=O)C=C2C=C(c3ccsc3)N(Cc3ccco3)C=C2C1=O (centres undefined)	10%	0.2	-12%	-2%	?	-20%	6%	-23%	i
NC(=O)/C(=C\c1ccccc1)NC(=O)c1ccc(NC(=O)c2ccccc2)cc1	0%	-0.4	1%	nt	0.1%	0%	-6%	14%	i
COc1ccc(CCN(Cc2cc3cc(C)ccc3[nH]c2=O)C(=O)N2CCCC2)cc1OC	-7%	-4.3	-8%	-6%	-0.3%	-1%	2%	-20%	i
Cc1cccc(NC(=O)CCn2ccnc2C)c1	-1%	-0.4	24%	22%	1.3%	-21%	nt	-28%	i
COc1ccc(S(=O)(=O)N(C)C[C@H]2Oc3ccc(NC(=O)C4CC4)cc3C(=O)N([C@H](C)CO)C[C@@H]2C)cc1	-1%	-1.3	3%	7%	1.4%	-1%	22%	0%	i
COC(=O)c1cc(OC)c(OCc2cc(C(=O)OC)oc2C)c(OC)c1	11%	0.5	-5%	3%	5.2%	-6%	5%	-11%	i
